STAT3 inh: inhibitors of IL-6 induced STAT3 signaling | U3A cells, IL-6 STAT3-luciferase reporter, luminescence; host cell line lacks STAT1 | inhibition, % at 5.5 µM | 0.89% of 190,000 active | AID 862;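 active means inhibition above the mean inhibition across all screened compounds plus 3 SD, cut at about 44% in these data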;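 further: 0% = DMSO only wells and 100% = 100 µM nifuroxazide control wells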
PPARg SRC-3 ag: PPARgamma-driven SRC-3 recruitment agonism | AID 731 | activation, % at 8 µM | 0.26% of 200,000 active | P37231 | biochemical PPARgamma/SRC-3 coactivator recruitment assay; in the data active means activation above about 23%;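 further: 0% = DMSO and 100% = reference agonist; some compounds past the cut are filed as inactive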
bIAP inhibitor: blocks bovine intestinal alkaline phosphatase activity | purified bovine IAP, CDP-star luminescence, 30 min | inhibition, % at 20 µM | 190,000 tested, under 10 active | AID 1019;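 active means over 50% inhibition of intestinal alkaline phosphatase at 20 µM in the single-dose screen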
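test system = bovine IAP enzyme | medium = DEA buffer 100 mM, pH 9.8, with MgCl2 1.0 mM, ZnCl2 0.02 mM | detection = luminescence | dosing = single compound dose of 20 µM, 2% DMSO final | incubation = 30 min reaction at room temperature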
PPARg SRC1 recr: promotes SRC-1 coactivator recruitment by human PPARgamma | activation, % at 8 µM | P37231 | 0.41% of 200,000 active | PPARgamma-SRC-1 coactivator recruitment biochemical assay; in the data active means activation above about 19%;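 further: 0% = DMSO and 100% = reference agonist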
STAT3 act: increases IL-6 driven STAT3 reporter signal; AID 871; activation (% of control), % at 5.6 µM; 0.91% of 190,000 active; U3A cells, IL-6 STAT3-luciferase reporter, luminescence; 100% = signal with IL-6 EC80 alone;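 active means activation above the screen-wide mean of compound activation plus 3 SD, cut at about 130% in these data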;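 further: 0% = background luminescence of wells with medium and substrate only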
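Test system: STAT3-luciferase reporter U3A cells; Detection: reporter luminescence signal; Times: 1 h compound pre-exposure, 6 h IL-6 stimulation, 37 °C; Benchmarks: IL-6-only high control; Also added: IL-6 stimulus at 33 ng/mL final.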
bIAP activator: increases bovine intestinal alkaline phosphatase activity; purified bovine IAP, CDP-star luminescence, 30 min; active compounds read high; fold of DMSO-control signal, blank-subtracted; activation factor at 20 µM; 0.17% of 200,000 active; AID 1016;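 active means activation factor of 2 or more at 20 µM, a signal rise over negative controls twice the positive control's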
PPARg SRC2 recr: PPARgamma-driven SRC-2 recruitment agonism | P37231 | activation, % at 8 µM | PPARgamma LBD-SRC-2 recruitment, biochemical | 0.34% of 200,000 active | AID 1032; in the data active means activation above about 22%;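 further: 0% = vehicle and 100% = reference agonist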
TR-FRET SRC-2 ct: counter-screen for PPARgamma SRC-2 recruitment agonists: TR-FRET artefact. active compounds read high. TR-FRET ratio at 8 µM. AID 1049. 0.4% of 200,000 active; in the data active means TR-FRET ratio above about 2000; further: inactives centre near 1500
ROMK mod: human ROMK K+ channel modulation, primary screen; Tet-inducible ROMK, thallium flux fluorescence; actives lie on both sides; AID 1918; 2% of 130,000 active; B-score at 10 µM; P48048;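 active means signal ratio slope over the read window, or its plate-corrected B-score, at least 3 SD from the plate mean, either direction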;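 further: B-score of the F/F0 ratio slope over 7 to 12 s after thallium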
Target sequence (P48048 whole entry, looked up): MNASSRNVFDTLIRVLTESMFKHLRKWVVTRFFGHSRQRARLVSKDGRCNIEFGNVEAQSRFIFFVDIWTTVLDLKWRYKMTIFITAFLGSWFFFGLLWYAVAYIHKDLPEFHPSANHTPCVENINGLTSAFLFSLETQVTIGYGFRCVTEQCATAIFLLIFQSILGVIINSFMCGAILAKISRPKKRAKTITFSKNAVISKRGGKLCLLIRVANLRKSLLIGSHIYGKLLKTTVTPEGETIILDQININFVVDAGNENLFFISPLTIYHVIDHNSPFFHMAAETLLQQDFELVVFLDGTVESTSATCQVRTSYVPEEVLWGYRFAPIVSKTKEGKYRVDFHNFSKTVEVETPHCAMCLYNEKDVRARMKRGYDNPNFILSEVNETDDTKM
TNAP act hi DEA: activators of human TNAP at high phosphate acceptor concentration. AID 1136. P05186. 200,000 tested, under 10 active. purified TNAP, CDP-star luminescence, 1 M DEA, 30 min; active compounds read high; 0 = EDTA background, 1 = DMSO-only activity. activation factor at 20 µM;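 active means activation factor at least 2 at 20 µM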
Target sequence (P05186 whole entry, looked up): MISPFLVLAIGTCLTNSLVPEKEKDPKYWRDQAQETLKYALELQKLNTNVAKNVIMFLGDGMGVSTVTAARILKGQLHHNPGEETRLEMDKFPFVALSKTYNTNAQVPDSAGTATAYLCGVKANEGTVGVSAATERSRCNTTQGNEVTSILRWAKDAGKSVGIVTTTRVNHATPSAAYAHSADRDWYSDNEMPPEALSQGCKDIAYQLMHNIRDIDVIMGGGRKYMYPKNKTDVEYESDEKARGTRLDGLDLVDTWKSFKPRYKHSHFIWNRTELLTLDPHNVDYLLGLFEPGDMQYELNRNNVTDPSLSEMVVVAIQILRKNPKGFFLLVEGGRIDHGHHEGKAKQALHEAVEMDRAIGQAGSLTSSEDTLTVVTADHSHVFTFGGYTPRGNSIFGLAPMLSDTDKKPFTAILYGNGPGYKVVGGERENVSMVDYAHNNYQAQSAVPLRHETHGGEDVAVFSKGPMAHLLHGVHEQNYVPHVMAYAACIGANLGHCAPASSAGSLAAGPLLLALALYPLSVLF
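Control set: EDTA negative control, DMSO positive control / Assay system: human TNAP / Quantity: TNAP 1/800 final / Evaluation: TNAP activation factor scaled between EDTA and DMSO control wells / Measured by: luminescent substrate turnover signal / Compound dosing: one dose, 20 µM / Times: 30 min enzyme reaction at room temperature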
STAT1 inh: inhibitors of IFN-gamma induced STAT1 signaling | NIH 3T3 STAT1-luciferase reporter, luminescence | inhibition, % at 5.5 µM | 0.35% of 200,000 active | AID 920;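 active means inhibition above a set limit, the mean inhibition across all tested compounds plus 3 SD, cut at about 34% in these data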;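 further: 0% = IFN-gamma with DMSO and 100% = IFN-gamma with 300 µM nifuroxazide; values of inactives mirror those of a sister screen read the other way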
* marks the source's active call; other numbers are inactive results; · = no result given. Rows were taken by chance; about 3.7% have a hit in one of these screens.

SMILES | STAT3 inh | PPARg SRC-3 ag | bIAP inhibitor | PPARg SRC1 recr | STAT3 act | bIAP activator | PPARg SRC2 recr | TR-FRET SRC-2 ct | ROMK mod | TNAP act hi DEA | STAT1 inh
O=C(O)c1nn2cc(CCO)cnc2c1Cl | -1 | 3 | -18 | 1 | 104 | 1.2 | 2 | 1472 | 0.03 | 1 | -4
CS(=O)(=O)c1ccc(Cl)c(NC(=O)COC(=O)CNC(=O)c2ccccc2)c1 | 7 | 4 | 1 | 3 | 100 | 1 | 5 | 1568 | -0.82 | 1.1 | 8
CCCCNC(=O)c1cccc2c(=O)c(C)c(-c3ccccc3)oc12 | -19 | 1 | 9 | 2 | 115 | 0.9 | -1 | 1497 | · | 1 | 4
O=C(CSc1ccc(F)cc1)N1CCN(S(=O)(=O)c2ccccc2)CC1 | 0 | 0 | -2 | -1 | 102 | 1 | -1 | 1617 | 0.015 | 1 | -5
CC(Sc1nnc(-c2ccccc2)c(-c2ccccc2)n1)C(=O)Nc1ncc(Cl)cc1Cl (centres undefined) | -1 | 2 | -9 | 7 | 103 | 1.1 | 11 | 1794 | · | 1 | -4
CCn1cc(C2=NOC(C(=O)Nc3cc(C)nn3-c3ccccc3)C2)c(C)n1 (centres undefined) | 3 | -1 | 0 | -1 | 101 | 1 | -1 | 1416 | -0.67 | 1 | 2
O=C(O)c1cc(N/N=C/C(Cl)=C/c2ccccc2)ccc1Cl | 51* | 5 | -2 | 6 | 62 | 1 | -6 | 1497 | 0.63 | 1 | 59*
C/C(=N/NC(=O)c1cccs1)c1c(C)[nH]n(-c2nc3ccccc3s2)c1=O | 56* | 1 | · | 6 | 53 | 0.5 | 7 | 1648 | · | 1 | -4
CCCOc1ccc(N2C(=O)CC(N(Cc3ccc(OC)cc3)C(=S)Nc3ccccc3)C2=O)cc1 (centres undefined) | 5 | -2 | 6 | -3 | 98 | 0.9 | -6 | 1339 | 0.15 | 1 | -2
Cc1c(N=Cc2cccnc2)c(=O)n(-c2ccccc2)n1C | -8 | 9 | 16 | 4 | 109 | 0.8 | 7 | 1384 | 1.1 | 1 | 0

The list goes on, starting with the last two of the part before.
SMILES | STAT3 inh | PPARg SRC-3 ag | bIAP inhibitor | PPARg SRC1 recr | STAT3 act | bIAP activator | PPARg SRC2 recr | TR-FRET SRC-2 ct | ROMK mod | TNAP act hi DEA | STAT1 inh
CCCOc1ccc(N2C(=O)CC(N(Cc3ccc(OC)cc3)C(=S)Nc3ccccc3)C2=O)cc1 (centres undefined) | 5 | -2 | 6 | -3 | 98 | 0.9 | -6 | 1339 | 0.15 | 1 | -2
Cc1c(N=Cc2cccnc2)c(=O)n(-c2ccccc2)n1C | -8 | 9 | 16 | 4 | 109 | 0.8 | 7 | 1384 | 1.1 | 1 | 0
CNc1nc2c(c(=O)n(C)c(=O)n2C)n1Cc1ccccc1 | 55* | -2 | 8 | 4 | 59 | 0.9 | 3 | 1474 | · | 1.1 | 16
COc1ccc(C(=O)OCC(=O)Nc2ccc(F)cc2F)cc1OC | 4 | -5 | 2 | 3 | 100 | 1 | 9 | 1506 | · | 1 | 11
OC(COc1ccc2cc(Br)ccc2c1)CN1CCCC1 (centres undefined) | 1 | 9 | -4 | 6 | 103 | 1 | 8 | 1471 | · | 1.1 | -14
O=C(COc1ccccc1O)Nc1ccc(Cl)cc1 | 19 | -6 | -1 | 3 | 85 | 1 | 1 | 1490 | -0.036 | 1 | 3
C=CCNC(=O)C1CCN(S(=O)(=O)CC)CC1 | 6 | 4 | 7 | 6 | 100 | 0.9 | 4 | 1423 | · | 1 | 5
COc1ccccc1Oc1ccc(S(=O)(=O)N2CCN(C)CC2)cc1 | -2 | 6 | 5 | 8 | 103 | 0.9 | 9 | 1371 | -0.69 | 1.1 | -6
Cc1nn(Cc2ccccc2)c(C)c1C(=O)NCCN1C(=O)S/C(=C\c2ccccc2)C1=O | 0 | 12 | 10 | 10 | 104 | 0.9 | 5 | 1577 | · | 1 | 3
Cc1ccc(C(=O)N2C3=C(CCCC3)C(=O)NC23CCCCC3)cc1 | 10 | 6 | -4 | 4 | 92 | 1 | 6 | 1688 | -0.56 | 1 | 8
CC(O)c1nc2ccccc2n1CC(=O)N1CCN(c2ccccc2)CC1 (centres undefined) | 9 | 0 | -28 | -1 | 98 | 1.3 | 5 | 1769 | -0.81 | 1.1 | 11
O=C(CSc1ncn[nH]1)NC1CC2CCC1C2 (centres undefined) | -2 | -6 | 6 | -3 | 104 | 0.9 | -2 | 1587 | · | 1 | 1
CC1(C)NC(C)(C)/C(=C\c2cccs2)C(=O)C1=O | 3 | -1 | 8 | -2 | 101 | 0.9 | -3 | 1336 | -0.33 | 1 | 15
CC[N+](CC)(CC)C/C=C/CN1CCCCC1 | 5 | 0 | 15 | 0 | 98 | 0.9 | -9 | 1575 | · | 1 | 2
COCCn1nnnc1C(c1ccccc1)N1CCN(Cc2ccc3c(c2)OCO3)CC1 (centres undefined) | -3 | -6 | -4 | 3 | 109 | 1 | 0 | 1352 | · | 1 | 3
C#CCOCCOCCOCCNc1nc(N2CCN(C(=O)C([C@@H](C)CC)n3cc(C(N)Cc4ccc(O)cc4)nn3)CC2)nc(N2CCN(C(=O)[C@H](CCC(=O)O)n3cc(C(N)CC(C)C)nn3)CC2)n1 (some centres undefined) | · | 5 | -29 | 0 | · | 1.3 | 10 | 1820 | · | 1 | 4
Cc1cc(CN2C(=O)c3ccccc3C2=O)cc(N2CCOCC2)c1 | 4 | -8 | 6 | 8 | 101 | 0.9 | 6 | 1621 | -1.1 | 1.1 | -2
CCOC(=O)CSC1=N/C(=C\c2ccc(OC)c(OC)c2)C(=O)N1C | -4 | 1 | 14 | 12 | 103 | 0.9 | 6 | 1613 | -0.11 | 1 | 10
C=CCn1c(COc2ccccc2F)nnc1SCC(=O)NC(=O)NCc1ccco1 | 5 | 0 | 10 | -1 | 100 | 0.9 | -7 | 1471 | · | 1.1 | 0
CCOC(=O)c1c(NC(=O)CSc2nnc(-c3ccc(OC)cc3)o2)sc2c1CCC2 | 6 | 6 | · | -4 | 98 | · | 10 | 1521 | 0.63 | · | -5
CC(C)NC(=O)CSc1nnc(-c2ccc(F)cc2)c2ccccc12 | 1 | 3 | 1 | 6 | 109 | 1 | 3 | 1582 | 0.71 | 1 | 8
O=C(COC(=O)C1(c2cccc(F)c2)CCCC1)NCc1cccs1 | -2 | -4 | 11 | 6 | 104 | 0.9 | -6 | 1535 | 0.84 | 1 | -1
CCOC(=O)/C(=C/C=C/c1ccccc1)NC(=O)c1ccccc1 | 2 | 1 | -9 | -5 | 100 | 1.1 | -4 | 1539 | · | 1 | 0
CCOC(=O)c1cc(NC(=O)c2ccc(C)cc2)c(=O)oc1C(F)(F)F | 12 | 4 | -7 | 9 | 94 | 1.1 | -7 | 1567 | 0.3 | 1 | -3
Cc1c(NC(=O)c2ccc(F)c(S(=O)(=O)N3CCOCC3)c2)c(=O)n(-c2ccccc2)n1C | 4 | 6 | 3 | 10 | 100 | 1 | 5 | 1792 | · | 1 | 3
CCc1cccc2c(=O)c(C(=O)NCCCOC)c[nH]c12 | 18 | 3 | -6 | 8 | 88 | 1.1 | 21 | 1773 | 0.014 | 1 | 12
C/C(=N\Nc1ncc(Cl)cc1Cl)c1ccc(S(=O)(=O)NCc2ccco2)cc1 | -9 | 4 | 10 | 10 | 113 | 0.9 | 9 | 1606 | · | 1 | -34
CC(C)(C)c1ccc(C(CC(=O)O)NC(=O)Cc2ccc(F)cc2)cc1 (centres undefined) | 0 | 0 | -5 | 0 | 110 | 1 | -11 | 1664 | 1.3 | 1 | 0
CCc1nc(SCC(=O)c2ccc(C)c(C)c2)n[nH]1 | 13 | 6 | -56 | 4 | 91 | 1.6 | -2 | 1365 | · | 1.1 | -5
CCn1cnc2sc(C(=O)Oc3cccc(C)c3)c(C)c2c1=O | 24 | 3 | 4 | 0 | 88 | 1 | 5 | 1574 | -0.0038 | 1 | -36
CCCCCCc1cc2cc(-c3nnc(-c4ccccc4O)o3)c(=O)oc2cc1O | 11 | -5 | 34 | -9 | 96 | 0.7 | 1 | 1649 | · | 0.8 | -1
O=C(NCc1ccccc1Cl)C1CCCN(S(=O)(=O)c2cccc3nsnc23)C1 (centres undefined) | 3 | 7 | 14 | 5 | 95 | 0.9 | 10 | 1552 | -1.3 | 1 | 4
CCc1ccc(OCCNC(=O)c2cccs2)cc1 | 10 | -4 | 24 | 7 | 92 | 0.8 | 5 | 1554 | 1.1 | 0.9 | -6
CC(C)(C)NC(=O)CSc1nc2scc(-c3ccccc3)c2c(=O)[nH]1 | 6 | 8 | -21 | -4 | 95 | 1.2 | 7 | 1783 | · | 1 | 6
O=C1O/C(=C/c2ccccc2)N=C1c1ccccc1 | 3 | 4 | -15 | 13 | 98 | 1.2 | 12 | 1587 | -0.0077 | 1 | -15
C/C=C/C(=O)OCC(=O)Nc1cc(-c2cc(C)c(C)cc2C)nn1-c1ccccc1 | -12 | -1 | -4 | 0 | 109 | 1 | 6 | 1500 | -1.3 | 1 | 6
N/C(=N\OC(=O)COc1ccc([N+](=O)[O-])cc1)c1ccncc1 | 12 | 6 | -20 | 12 | 95 | 1.2 | 14 | 1667 | -0.039 | 1 | -4
Cc1oc(-c2cc3c(cc2Cl)OCO3)nc1CN1CCCC(C(=O)N2CCOCC2)C1 (centres undefined) | -3 | 0 | -7 | 5 | 105 | 1.1 | -4 | 1501 | 0.033 | 1.1 | 0
CC(=O)N(CC(=O)O)c1ccccc1C(=O)O | 7 | 8 | -9 | 3 | 96 | 1.1 | 11 | 1463 | -0.0049 | 1 | -6
O=[N+]([O-])c1ccc2nc(-c3ccc(Cl)cc3)n(OCc3ccccc3)c2c1 | 11 | 9 | 17 | 9 | 96 | 0.8 | 0 | 1633 | · | 1 | -32
COC(=O)[C@H](Cc1ccccc1)NC(=O)NCc1ccc(S(N)(=O)=O)cc1 | 5 | -3 | 11 | 5 | 100 | 0.9 | 7 | 1515 | · | 0.9 | -21
NNC(=O)CNC(c1ccccc1)c1cc(Br)ccc1NC(=O)c1cccc(Cl)c1 (centres undefined) | -2 | 0 | -8 | -1 | 101 | 1.1 | 7 | 1525 | -1.2 | 1 | -5
N#Cc1cc2sc3nnc(-c4ccncc4)n3c2cc1C#N | 19 | -2 | 6 | -1 | 89 | 0.9 | 1 | 1436 | · | 1.1 | -14

Structures shown so far with a furan ring, fused or not, in the order listed:
SMILES | STAT3 inh | PPARg SRC-3 ag | bIAP inhibitor | PPARg SRC1 recr | STAT3 act | bIAP activator | PPARg SRC2 recr | TR-FRET SRC-2 ct | ROMK mod | TNAP act hi DEA | STAT1 inh
C=CCn1c(COc2ccccc2F)nnc1SCC(=O)NC(=O)NCc1ccco1 | 5 | 0 | 10 | -1 | 100 | 0.9 | -7 | 1471 | · | 1.1 | 0
C/C(=N\Nc1ncc(Cl)cc1Cl)c1ccc(S(=O)(=O)NCc2ccco2)cc1 | -9 | 4 | 10 | 10 | 113 | 0.9 | 9 | 1606 | · | 1 | -34

High-throughput results: PubChem, several laboratories
